RGS4-Gao reg: human RGS4-Galphao interaction regulation; P09471; Multiplexed bead flow cytometry, RGS4-Galphao binding; actives lie on both sides; binding response (% of control), % at 10 µM; 220,000 tested, 0.33% active; AID 1415; in the data active = binding response below about 49% or above about 150%; inactive = in between;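 also: fluorescent Galphao activated with aluminum fluoride binding bead-coupled RGS4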
Target sequence (P09471 whole entry, looked up): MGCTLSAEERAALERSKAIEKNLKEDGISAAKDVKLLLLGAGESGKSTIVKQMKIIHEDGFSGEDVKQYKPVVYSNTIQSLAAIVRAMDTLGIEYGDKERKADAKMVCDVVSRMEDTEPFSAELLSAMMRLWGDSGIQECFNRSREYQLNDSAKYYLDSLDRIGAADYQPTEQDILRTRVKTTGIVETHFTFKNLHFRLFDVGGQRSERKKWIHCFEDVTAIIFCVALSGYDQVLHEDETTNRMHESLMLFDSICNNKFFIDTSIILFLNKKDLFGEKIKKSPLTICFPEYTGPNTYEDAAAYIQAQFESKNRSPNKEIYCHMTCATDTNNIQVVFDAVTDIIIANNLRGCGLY
Mcl1 Noxa PPI: Mcl-1/Noxa interaction inhibition. inhibition, % at 21.7 µM. 220,000 tested, 1.5% active. Q07820. TR-FRET Mcl-1/Noxa peptide binding, 2 h. AID 1022;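 active = compounds that cut the protein-peptide binding signal by more than 50% relative to plate controls in a single-dose test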;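 also: His-tagged Mcl-1 with rhodamine Noxa BH3 peptide and terbium anti-His antibody; 0% = Mcl-1 plus Noxa peptide wells and 100% = peptide-only wells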
Mcl1 Bid PPI: Mcl-1/Bid interaction inhibition; inhibition, % at 21.7 µM; TR-FRET Mcl-1/Bid-Dy647 peptide binding, 1536-well; Q07820; 220,000 tested, 0.97% active;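 active = compounds that cut the binding signal by more than half at the single screening dose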;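 also: His-tagged Mcl-1 with europium anti-His antibody binding Bid BH3 peptide; 0% = Mcl-1 plus peptide wells and 100% = peptide-only wells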
Bim-Bcl-2: human Bim-Bcl-2 interaction inhibition | AID 950 | 190,000 tested, 0.06% active | P10415 | inhibition, % at 10 µM | Bead-based flow cytometry, Bim peptide-Bcl-2 binding; in the data active = inhibition above about 40%; inconclusive = no clear call, values can overlap the other calls;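 also: 0% = no compound wells with probe peptide and 100% = reference peptide inhibitor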
Target sequence (P10415 whole entry, looked up): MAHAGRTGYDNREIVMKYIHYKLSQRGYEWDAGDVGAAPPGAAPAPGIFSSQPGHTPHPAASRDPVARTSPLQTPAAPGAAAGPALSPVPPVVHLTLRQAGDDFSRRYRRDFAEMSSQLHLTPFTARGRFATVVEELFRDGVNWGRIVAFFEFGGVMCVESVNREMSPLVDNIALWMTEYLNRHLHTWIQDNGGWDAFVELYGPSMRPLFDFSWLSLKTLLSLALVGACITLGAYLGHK
RGS8-Gao: modulates binding of RGS8 to human Galphao. P09471. multiplexed bead flow cytometry; actives lie on both sides. AID 1423. response (percent of control binding), % at 10 µM. 220,000 tested, 0.34% active; in the data active = response below about 60% or above about 140%; inactive = in between;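 also: Galphao activated as the GDP aluminium fluoride complex binding bead-coupled RGS8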
Bim-Bcl-W: human Bim-Bcl-W interaction inhibition. bead-based flow cytometry, Bim peptide-Bcl-W binding. inhibition, % at 10 µM. 190,000 tested, 0.02% active. AID 952;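 also: 0% = bound tracer without compound and 100% = peptide blocker; higher means less fluorescent Bim peptide bound to Bcl-W beads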
Target sequence (Q92843 whole entry, looked up): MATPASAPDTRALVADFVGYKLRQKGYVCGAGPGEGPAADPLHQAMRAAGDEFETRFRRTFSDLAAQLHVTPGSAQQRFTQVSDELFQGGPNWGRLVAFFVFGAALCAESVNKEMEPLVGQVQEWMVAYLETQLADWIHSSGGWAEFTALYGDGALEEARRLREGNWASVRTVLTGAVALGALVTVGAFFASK
RGS7-Gao reg: human RGS7-Galphao interaction regulation; Multiplexed bead flow cytometry, RGS7-Galphao binding; actives lie on both sides; binding response (% of control), % at 10 µM; 220,000 tested, 0.35% active; in the data active = binding response below about 49% or above about 150%; inconclusive = no clear call, values can overlap the other calls; inactive = in between;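 also: fluorescent Galphao held in activated GDP-AlF4 state binding bead-coupled RGS7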
Bim-Bcl-XL: inhibitors of Bim-Bcl-XL interaction, human. Q07817. Bim peptide-Bcl-XL binding, bead flow cytometry, fluorescence. inhibition, % at 10 µM. 190,000 tested, 0.04% active. AID 1007
Target sequence (Q07817 whole entry, looked up): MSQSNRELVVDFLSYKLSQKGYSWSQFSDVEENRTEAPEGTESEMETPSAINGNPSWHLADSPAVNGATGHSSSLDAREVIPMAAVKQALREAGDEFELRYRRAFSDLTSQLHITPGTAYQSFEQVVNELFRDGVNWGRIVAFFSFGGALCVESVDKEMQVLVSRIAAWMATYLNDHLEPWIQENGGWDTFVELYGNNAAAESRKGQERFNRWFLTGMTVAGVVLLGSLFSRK
Mcl-1 Bim block: inhibitors of Bim-Mcl-1 interaction, human; Bead-based flow cytometry, Bim peptide-Mcl-1 binding; Q07820; AID 1009; 190,000 tested, 0.1% active; inhibition, % at 10 µM;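 also: 0% = no compound tracer wells and 100% = peptide blocker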
Bfl-1 Bim block: human Bim-Bfl-1 interaction inhibition | 190,000 tested, 0.12% active | Bead-based flow cytometry, Bim-Bfl-1 binding inhibition | Q16548 | inhibition, % at 10 µM | AID 1008;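 also: 0% = wells without compound plus tracer and 100% = blocker peptide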
Bcl-B Bim block: inhibitors of Bim-Bcl-B interaction, human; bead-based flow cytometry, Bim peptide-Bcl-B binding; 190,000 tested, 0.073% active; inhibition, % at 10 µM; Q9HD36;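 also: 0% = tracer peptide without compound and 100% = reference inhibitor peptide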
An asterisk follows results filed as active; ? = inconclusive; / = no result given. Rule as the data show it, unless noted: active = inhibition above about 40%.

SMILES | RGS4-Gao reg | Mcl1 Noxa PPI | Mcl1 Bid PPI | Bim-Bcl-2 | RGS8-Gao | Bim-Bcl-W | RGS7-Gao reg | Bim-Bcl-XL | Mcl-1 Bim block | Bfl-1 Bim block | Bcl-B Bim block
O=C(NC1CCCCCCC1)c1cnccn1 | 102 | 4 | 6 | 7 | 106 | -1 | 101 | 3 | 1 | 13 | 5
COc1cccc(-c2cc(=O)c3cc(NC(=O)c4ccc(Cl)cc4)ccc3[nH]2)c1 | 99 | -8 | 32 | 0 | 106 | -2 | 102 | -4 | 0 | 0 | -3
Cc1ccc(Nc2nc3ccccc3nc2-n2nc(C)cc2C)cc1 | 93 | 5 | -16 | -6 | 92 | 0 | 93 | -5 | -2 | -11 | -10
O=c1ccn([C@@H]2O[C@H](CO)[C@@H](O)[C@H]2O)c(=O)[nH]1 | 102 | 6 | 5 | -2 | 103 | -4 | 101 | -8 | -4 | -1 | -11
COc1ccc(NC(=O)CCS(=O)(=O)c2cccc3nonc23)cc1 | 98 | 13 | -51 | -2 | 97 | -3 | ? | -5 | -3 | -4 | -2
Cc1cccc(NC(=O)c2cc3cc([N+](=O)[O-])ccc3s2)n1 | 97 | 60* | 34 | -2 | 101 | 0 | 98 | 1 | 5 | -2 | -3
NS(=O)(=O)c1ccc(CCNC(=O)c2ccc([N+](=O)[O-])cc2[N+](=O)[O-])cc1 | 98 | -10 | -21 | 0 | 100 | 2 | 79 | 0 | 1 | -3 | 1
Cc1cccc(NC(=O)C2COc3ccccc3O2)n1 (configuration not stated) | 102 | 4 | 6 | / | 102 | / | ? | / | / | / | /
C/C(CC1CC(COCC(C)C)OC1=O)=N\NC(N)=S (configuration not stated) | 104 | 9 | -92 | -4 | 104 | -6 | 103 | -11 | -7 | -2 | -12
O=C(CNCc1ccc(Cl)cc1)Nc1ccc2c(c1)OCCO2 | 100 | 16 | 33 | 0 | 102 | -2 | ? | 0 | 1 | 6 | 5
Cc1nn2c(=O)c3c4c(sc3nc2n1-c1ccccc1)COC(C)(C)C4 | 93 | 21 | -3 | / | 98 | / | ? | / | / | / | /
Cc1cc(NC(=O)CCC(=O)N(CC(=O)NC2CCCC2)Cc2ccc(F)cc2)no1 | 101 | -9 | 8 | -10 | 101 | 0 | 100 | -16 | -3 | -11 | -9
CC1(C)Cc2c(sc3[nH]c(=S)[nH]c(=O)c23)CO1 | 103 | 12 | -17 | -7 | 105 | -6 | 101 | -8 | -4 | -3 | -18
CN(C)/C=C/C(=O)c1cnc(-c2ccccc2Cl)s1 | 98 | 23 | -30 | -2 | 100 | -2 | 98 | -2 | 3 | -4 | -3
CC(C)(C)OC(=O)COc1cc(OCC(=O)OC(C)(C)C)c2c(=O)cc(-c3ccccc3)oc2c1 | 104 | 7 | 18 | -7 | 101 | 0 | 103 | -1 | 0 | -4 | 0
CCn1c(COc2ccccc2C)nnc1SCC(=O)NC1CCCC1 | 99 | 17 | -18 | 0 | 100 | 0 | 98 | -2 | -1 | 0 | 0
Cn1cccc1C(=O)NC(=O)COC(=O)CNS(=O)(=O)c1ccc(Br)cc1 | 100 | 2 | -37 | -7 | 101 | -3 | 101 | -4 | -3 | -16 | -7
CCc1[nH]nc2c1C1(CCN(C(=O)OCc3ccccc3)CC1)C(C#N)=C(N)O2 | 100 | 25 | -2 | -16 | 101 | -6 | 104 | -11 | -7 | -15 | -11
Cc1cc(Br)ccc1SCC(=O)OCC(=O)c1c(N)n(C)c(=O)n(C)c1=O | 109 | 2 | -4 | / | 106 | / | ? | / | / | / | /
COc1ccccc1-c1ccc(SCC(=O)Nc2cc(C)on2)nn1 | 93 | 3 | -14 | 2 | 98 | -2 | 88 | 0 | 0 | -3 | -3
Fc1ccc(NCc2cccnc2)cc1F | 101 | 15 | 33 | -8 | 100 | 3 | 100 | -2 | -1 | -9 | -2
CN(C)CCNS(=O)(=O)c1ccc(N2CCN(c3ccc(F)cc3)CC2)c([N+](=O)[O-])c1 | 107 | 5 | -26 | -2 | 100 | -4 | 106 | -6 | -3 | -1 | -4
O=C(Cc1ccc([N+](=O)[O-])cc1)c1c(O)cc(O)cc1O | 97 | 7 | -38 | / | 98 | / | ? | / | / | / | /
COC(=O)Nc1ccc(S(=O)(=O)N2CCC(C(=O)N3CCC(C)CC3)CC2)cc1 | 103 | 14 | -6 | 0 | 100 | -4 | 101 | -3 | 0 | -6 | -1
COC(=O)c1cn(NC(=O)C2CCC(C)CC2)c(=O)c2ccccc12 (configuration not stated) | 101 | -7 | 14 | 0 | 105 | 0 | 103 | 0 | -3 | 1 | 0
SMILES | RGS4-Gao reg | Mcl1 Noxa PPI | Mcl1 Bid PPI | Bim-Bcl-2 | RGS8-Gao | Bim-Bcl-W | RGS7-Gao reg | Bim-Bcl-XL | Mcl-1 Bim block | Bfl-1 Bim block | Bcl-B Bim block
COc1ccc(CNC(=O)c2c(C)nc3ccccn23)cc1 | 103 | -5 | -7 | 1 | 100 | 0 | 102 | 1 | 5 | 2 | 4
Cc1ccccc1C(=O)NCC(=O)NNC(=S)NC(=O)c1ccccc1C | 95 | -37 | -112 | 0 | 92 | -2 | 97 | -4 | -3 | 3 | -11
O=C(NCC1CCCO1)c1cc2n(n1)C(C(F)(F)F)CC(c1ccc(Br)cc1)N2 (configuration not stated) | 100 | 0 | -37 | -4 | 100 | 1 | 100 | -4 | 0 | -11 | -7
O=C1OCc2cc(NC(=O)C3COc4ccccc4O3)ccc21 (configuration not stated) | 101 | 6 | -4 | -2 | 101 | -3 | 98 | -5 | -1 | -3 | -4
CC1CCN(C(=O)Cn2cc(C(=O)c3ccco3)c3ccccc32)CC1 | 80 | 9 | -6 | 0 | 92 | 1 | 98 | -4 | -3 | -6 | -6
O=C1S/C(=C\c2ccccc2)C(=O)N1CC(O)Cn1c2ccccc2c2ccccc21 (configuration not stated) | 101 | 9 | -12 | 8 | 109 | 8 | 103 | 3 | 5 | 12 | 10
CC(/C=C/c1ccco1)=N/NC(=O)CNc1ccccc1C | 107 | 23 | -47 | -2 | 104 | -1 | 114 | -1 | 1 | -2 | -2
O=c1[nH]c2ccc(Cl)cc2c(-c2ccccc2)c1CN1CCOCC1 | 99 | 1 | 3 | -5 | 100 | 0 | 100 | 1 | 0 | -7 | 0
Cc1cc(C)n(-c2ncc(-c3ccccc3)nn2)n1 | 102 | -28 | -9 | -8 | 102 | -3 | 101 | -1 | 1 | -9 | -1
NC(=O)NCc1cccnc1 | 102 | 0 | -14 | -3 | 98 | 0 | 95 | -1 | 3 | -3 | -1
Cn1cc(C=O)c2cc(S(=O)(=O)N3CCOCC3)ccc21 | 81 | 18 | -1 | -4 | 65 | -2 | 82 | -1 | -1 | 0 | -6
CCOc1ccc(-c2nnn(CC#N)n2)cc1OC | 99 | -1 | -7 | -1 | 100 | -3 | 98 | -8 | -7 | 0 | -5
COc1ccc(NC(=O)CSc2cc(C)ccc2C)cn1 | 103 | -7 | -17 | -1 | 105 | 3 | 104 | 0 | 1 | -4 | 2
CCCCNC(=O)CN(c1ccc(Cl)c(Cl)c1)S(C)(=O)=O | 92 | -17 | -3 | -3 | 83 | -5 | 96 | -5 | -5 | -3 | -8
Cc1ccc(-n2[nH]c(C)c(C=Nc3ccc4[nH]c(=O)[nH]c4c3)c2=O)cc1C | 100 | 12 | -7 | 1 | 101 | 3 | 101 | 2 | 2 | -6 | -1
CC(=O)N1CC[n+]2c(-c3ccc(Cl)cc3Cl)csc21 | 81 | -9 | 1 | 0 | 87 | -7 | 98 | -12 | -5 | 4 | -23
CC(Nc1nc(-c2ccc3c(c2)NC(=O)CO3)cs1)c1ccccc1 (configuration not stated) | 100 | -2 | -58 | 0 | 100 | -2 | ? | -1 | -2 | -4 | -2
C=CCn1c(-c2cccn(Cc3ccccc3)c2=O)n[nH]c1=S | 100 | 4 | -13 | -10 | 101 | -3 | 104 | -11 | -10 | -15 | -16
CC1=C(C)CC(C(=O)c2ccccc2)C(C(=O)O)C1 (configuration not stated) | 99 | -15 | -37 | -4 | 99 | 1 | 101 | 0 | 1 | 2 | 2
COc1ccc(CN2C(=O)CC(Cc3cc(C)cc(C)c3)C2=O)cc1OC (configuration not stated) | 95 | 19 | -13 | 5 | 84 | 8 | 93 | 9 | 2 | 4 | 5
Cc1ccc(NC=C(S(=O)(=O)c2ccccc2)S(=O)(=O)c2ccccc2)c(C)c1 | 102 | -9 | -22 | -4 | 101 | -3 | 98 | -1 | -4 | -3 | -1
CN(Cc1cccs1)C(=O)/C=C/c1ccccc1[N+](=O)[O-] | 102 | 24 | -7 | -3 | 103 | -1 | 99 | 0 | 11 | -4 | -2
Cc1ccc(C)n1NC(=O)c1cccs1 | 93 | 32 | -39 | -5 | 98 | 2 | 95 | 6 | 0 | -11 | -6
CN(C)CCCCOc1ccccc1F | 98 | 26 | 30 | 3 | 99 | 0 | 97 | 0 | -2 | -2 | -8
COC(=O)c1[nH]c2ccc(Cl)cc2c1NC(=O)CN1CCc2cc(OC)c(OC)cc2C1 | 111 | 9 | 1 | -13 | 104 | -1 | 105 | -12 | -1 | -12 | -12

Mcl1 Noxa PPI: entries above that show a hit
SMILES | RGS4-Gao reg | Mcl1 Noxa PPI | Mcl1 Bid PPI | Bim-Bcl-2 | RGS8-Gao | Bim-Bcl-W | RGS7-Gao reg | Bim-Bcl-XL | Mcl-1 Bim block | Bfl-1 Bim block | Bcl-B Bim block
Cc1cccc(NC(=O)c2cc3cc([N+](=O)[O-])ccc3s2)n1 | 97 | 60* | 34 | -2 | 101 | 0 | 98 | 1 | 5 | -2 | -3

(more compounds)
SMILES | RGS4-Gao reg | Mcl1 Noxa PPI | Mcl1 Bid PPI | Bim-Bcl-2 | RGS8-Gao | Bim-Bcl-W | RGS7-Gao reg | Bim-Bcl-XL | Mcl-1 Bim block | Bfl-1 Bim block | Bcl-B Bim block
CCn1ncc(/C=N\NC(=O)c2ccc3c(c2)c(C)c(C)n3Cc2ccccc2)c1C | 93 | 9 | -14 | -5 | 100 | 1 | 98 | -3 | 0 | -6 | -4
O=C1CN(C(=O)c2cc([N+](=O)[O-])ccc2Cl)C(c2ccc(F)cc2)c2cc(F)ccc2N1 (configuration not stated) | 97 | 1 | 9 | -2 | 86 | -7 | 96 | -10 | -7 | -2 | -13
COc1cc(C2NC(=O)C(C#N)=C(S)N2c2ccc(C)cc2)ccc1OC(C)C (configuration not stated) | 100 | 14 | -16 | -8 | 98 | -2 | 99 | -11 | -7 | -15 | -18
CN(C)CCSc1nc(N)c2c3c(sc2n1)CN(C)CC3 | 102 | 20 | -26 | 8 | 100 | 14 | 97 | 14 | -1 | 15 | 31
COC(=O)c1[nH]c2ccc(F)cc2c1NC(=O)Nc1ccc(OC)cc1 | 103 | -3 | -38 | 1 | 106 | 2 | 106 | 0 | 0 | 1 | 3
COc1cccc(OC)c1OCC(C)CNCC1CCCO1 (configuration not stated) | 99 | 33 | 2 | 1 | 99 | 4 | 98 | 0 | 4 | -11 | -1
CO/N=C/c1ccc(N2CCOCC2)c([N+](=O)[O-])c1 | 96 | -13 | -4 | -3 | 96 | -1 | 98 | 2 | 0 | -3 | -1
CNC(=O)CSc1nnc(-c2cnccn2)n1C | 103 | -11 | -20 | -7 | 104 | -4 | 100 | -3 | 0 | -11 | -5
CN1CCN(S(=O)(=O)c2ccc(N3CCc4ccccc4C3)nc2)CC1 | 99 | 4 | -6 | -1 | 102 | 2 | 98 | 0 | 0 | -3 | -1
CN1CCCN(Cc2nc(-c3cccc(C(F)(F)F)c3)no2)CC1 | 100 | 24 | 0 | 7 | 103 | 1 | 100 | 8 | 31 | 1 | 3
